Bioassay records (PubChem BioAssay)
Runt-SMMHC FRET: inhibitors of RUNX1 Runt–CBFb-SMMHC binding, primary screen, biochemical, FRET, Cerulean-Runt, Venus-CBFb-SMMHC, uHTS. Cerulean-Runt/Venus-CBFb-SMMHC FRET ratio 530/480, 1 h. inhibition, % at 20 µM. 220,000 compounds, 0.74% hits;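 active = mean inhibition across duplicate retests at 20 µM reaching about 50%, limit read from the data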;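 note: 0% = DMSO wells and 100% = wells with excess untagged CBFb-SMMHC; inhibitors lower the FRET ratio by blocking Runt binding to CBFb-SMMHC; some results filed as inactive read as strong as hits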
TbHK1 inh: Trypanosoma brucei hexokinase 1 inhibitors, primary screen, biochemical, G6PDH-coupled NADH absorbance, MLSCN library; hexokinase 1 [Trypanosoma brucei]; AID 1430, 2008; 220,000 compounds, 0.11% hits; inhibition, % at 10 µM; recombinant TbHK1, G6PDH-coupled NADH A340;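 active = inhibition of 50% or more in the single-dose primary screen; inactive = inhibition below 50%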
p97 inhibitor: inhibitors of human p97 ATPase, primary screen, biochemical. Transitional endoplasmic reticulum ATPase (Homo sapiens), P55072. inhibition, % at 8 µM. 220,000 compounds, 0.42% hits. AID 1481, 2009. recombinant p97 ATPase, Kinase-Glo ATP luminescence, 3 h; in the data active = inhibition above about 15%;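 note: 0% = DMSO vehicle and 100% = wells lacking enzyme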
Furin inh: human furin inhibitors, primary screen, biochemical, fluorescence intensity; P09958; purified furin, fluorogenic substrate cleavage; inhibition, % at 30 µM; 220,000 compounds, 0.061% hits; AID 463115, 2010; in the data active = inhibition above about 25%; note: inactives centre near -15
Target sequence (P09958 108-714 limits assumed): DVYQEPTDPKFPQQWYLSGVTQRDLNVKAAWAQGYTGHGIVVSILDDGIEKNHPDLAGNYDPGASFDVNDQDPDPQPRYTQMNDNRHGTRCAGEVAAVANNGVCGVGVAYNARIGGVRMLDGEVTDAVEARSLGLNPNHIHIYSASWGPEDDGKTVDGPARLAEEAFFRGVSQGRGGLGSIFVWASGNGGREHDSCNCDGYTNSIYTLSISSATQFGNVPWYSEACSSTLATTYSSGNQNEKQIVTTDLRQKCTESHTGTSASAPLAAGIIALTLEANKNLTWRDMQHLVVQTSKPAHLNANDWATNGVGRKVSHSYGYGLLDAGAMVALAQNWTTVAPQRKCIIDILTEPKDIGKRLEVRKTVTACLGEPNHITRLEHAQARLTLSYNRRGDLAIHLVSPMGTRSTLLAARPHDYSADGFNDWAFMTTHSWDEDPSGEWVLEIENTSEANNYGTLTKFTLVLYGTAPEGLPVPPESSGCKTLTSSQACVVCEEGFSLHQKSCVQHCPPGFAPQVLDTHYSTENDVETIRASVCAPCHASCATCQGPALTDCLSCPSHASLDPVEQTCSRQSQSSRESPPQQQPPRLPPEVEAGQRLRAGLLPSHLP
Runt-CBFb FRET: inhibitors of RUNX1 Runt–CBFb binding, primary screen, biochemical, FRET, Cerulean-Runt, Venus-CBFb, uHTS. Cerulean-Runt/Venus-CBFb FRET ratio 530/480, 1 h. 220,000 compounds, 0.46% hits. Runt-related transcription factor 1 (Homo sapiens) + Core-binding factor subunit beta …. inhibition, % at 20 µM;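 active = inhibition over about 50% at 20 µM in the single-dose screen, limit read from the data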;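 note: 0% = DMSO wells and 100% = excess unlabeled CBFb competitor control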
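Measured by: fluorescence energy transfer, 422 nm excitation, 530/480 nm emission; test system: Cerulean-tagged RUNX1 Runt domain (FRET donor) fusion protein; buffer or medium: Tris pH 7.5 buffer with BSA; compound: one dose, 20 µM compound, 1% DMSO; times: two 1 h room-temperature incubations shielded from light; benchmarks: unlabeled CBFb 5 µM, positive control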
RBBP9 inhibitor: human RBBP9 inhibitors, primary screen, biochemical, fluorescence polarization, FP-Rh probe, HTS; Serine hydrolase RBBP9 (Homo sapiens), O75884; recombinant RBBP9; inhibition, % at 7.94 µM; 220,000 compounds, 0.2% hits; AID 1515, 2009;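 active = inhibition above the campaign mean of all tested compounds plus 3 SD, cut at about 14% in these data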;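 note: plate controls were DMSO wells with RBBP9 for no effect and wells lacking RBBP9 protein for full effect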
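Test system – recombinant human RBBP9 · Input – RBBP9 2.5 µM in dispensing solution, pre-mixing · Medium – Tris buffer pH 8.0, NaCl, Pluronic · Schedule – preincubation 30 min plus labeling 45 min at 25 °C · Measured by – fluorescence polarization · Measure – % inhibition · Controls – DMSO and no-protein wells · Replicates – one well per compound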
p47phox inh: p47phox/p22phox peptide binding inhibitors, primary screen, biochemical, uHTS, NADPH oxidase regulatory subunit; fluorescence polarization, 2 h; inhibition, % at 24.7 µM; 220,000 compounds, 0.53% hits; AID 1274, 2008;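 active = inhibition above about 30%, limit read from the data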;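 note: 0% = p47phox with labelled peptide and 100% = labelled peptide alone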
Target sequence (P14598 whole entry, looked up): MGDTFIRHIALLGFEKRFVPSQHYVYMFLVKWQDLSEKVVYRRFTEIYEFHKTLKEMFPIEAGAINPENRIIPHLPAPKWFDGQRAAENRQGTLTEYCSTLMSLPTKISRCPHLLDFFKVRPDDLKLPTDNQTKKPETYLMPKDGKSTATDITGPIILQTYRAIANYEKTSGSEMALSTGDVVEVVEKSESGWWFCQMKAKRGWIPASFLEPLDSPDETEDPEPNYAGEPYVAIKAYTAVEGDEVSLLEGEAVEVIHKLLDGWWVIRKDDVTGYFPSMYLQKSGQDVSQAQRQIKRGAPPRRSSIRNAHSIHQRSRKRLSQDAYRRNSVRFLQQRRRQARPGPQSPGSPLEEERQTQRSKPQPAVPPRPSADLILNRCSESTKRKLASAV
EBV gp42 block: Epstein-Barr virus gp42 inhibitors, primary screen, biochemical, uHTS, fluorescence polarization; AID 1085, 2008; 220,000 compounds, 0.42% hits; inhibition, % (tested at 21.74 µM); Fluorescence polarization binding assay, mP read-out; in the data active = inhibition above about 50%
Calpain2 inh: inhibitors of pig calpain II, primary screen, biochemical, fluorogenic peptide substrate, 1536-well. purified calpain II, 30 min. inhibition, % at 16 µM. 220,000 compounds, 0.37% hits. AID 1236, 2008;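 active = inhibition above about 50%, limit read from the data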
Active calls of the source: *; / = no result given; [ ] = remark or other dose.

Value order – Runt-SMMHC FRET | TbHK1 inh | p97 inhibitor | Furin inh | Runt-CBFb FRET | RBBP9 inhibitor | p47phox inh | EBV gp42 block | Calpain2 inh
#1 CC(=O)Nc1ccc(S(=O)(=O)N2CCSC2c2ccccc2)cc1 (centres undefined)
 : -3 | 9 | -8 | -6[20 µM] | 0 | -5 | 1 | -15 | -5
#2 COc1ccc(/C=C2\C(=O)N(c3nc(-c4ccc(Br)cc4)cs3)N=C2c2ccccc2)cc1
 : / | 15 | 0 | -23[20 µM] | / | -6 | / | / | /
#3 COc1ccc(NC(=O)CCc2nc(-c3ccccc3F)no2)cc1
 : -1 | 0 | 1 | -13[20 µM] | -2 | 1 | -9 | 6 | 9
#4 CC(=O)Nc1cccc(/C(C)=N/NC(=O)c2cccc(S(=O)(=O)N3CCOCC3)c2)c1
 : 0 | 7 | -4 | -2 | 2 | -2 | 7 | 5 | 18
#5 Clc1ccccc1CSc1nnc(-c2cccnc2)n1Cc1ccco1
 : 15 | 3 | -3 | -21 | 23 | -6 | -6 | -6 | -16
#6 CCCCSc1nc2ccccc2n1CC(=O)O
 : 0 | -9 | -5 | -24[20 µM] | -2 | -3 | 10 | -6 | 26
#7 O=C(Nc1ccccc1)C1=C(c2ccccc2)S(=O)(=O)CCS1(=O)=O
 : 44 | 0 | 7 | -34 | 52* | -12 | 0 | -16 | -25
#8 O=C(c1ccc([N+](=O)[O-])cc1)N1CCSC1c1ccccc1Cl (centres undefined)
 : -3 | -3 | -1 | -19 | 1 | 0 | -3 | -4 | -1
#9 CCOC(=O)C1CCN(C(=S)Nc2ccccc2)CC1
 : 0 | 3 | 3 | -37 | 1 | 0 | -7 | -10 | -30
#10 COc1ccc(CN2CCOCCOCCOCC2)cc1
 : -4 | -1 | -4 | -11 | 1 | -4 | -7 | -8 | 27
#11 Cc1ccc(C(=O)O/N=C2\CCCc3ccccc32)cc1
 : -2 | -4 | -4 | -16[20 µM] | -2 | 3 | -4 | -4 | -30
#12 CO/C([O-])=N/c1c[n+](-c2ccc(C)cc2)no1
 : 34 | -21 | 2 | -18[20 µM] | 2 | 9 | -7 | -12 | -13
#13 Cc1occc1C(=O)Nc1ccc2c(c1)CCC2
 : 5 | 4 | -5 | -14[20 µM] | 2 | -7 | -12 | -23 | 24
#14 COC(=O)Cn1c(=O)c2c(nc(Br)n2Cc2ccccc2Cl)n(C)c1=O
 : -1 | 0 | -6 | -18[20 µM] | / | -6 | -9 | -15 | 2
#15 Cc1cccc(OCC(=O)N(Cc2cccs2)C2CCS(=O)(=O)C2)c1 (centres undefined)
 : 2 | -3 | -4 | -11 | -1 | -11 | -9 | -15 | -31
#16 COc1ccc(/C=N/n2c(SC)nnc2-c2ccccc2)cc1C
 : -3 | -5 | -7 | -11[20 µM] | -6 | -14 | -14 | -27 | 4
#17 COC(=O)c1ccccc1-c1ccc(/C=N/NC(=O)c2cc3ccccc3o2)o1
 : 15 | -15 | -5 | -2 | 0 | -25 | -21 | 8 | -15
#18 Cc1cc2c(=O)oc(-c3ccc(Br)cc3)nc2s1
 : 1 | -28 | -3 | -10 | -1 | -6 | -7 | -11 | 39
#19 O=C(Cn1c(CO)nc2ccccc21)NCCc1ccccc1
 : 1 | -4 | 5 | -10 | 1 | 3 | 7 | -1 | -28
#20 CN1C(=O)C(CC(=O)Nc2ccc(Cl)cc2)N(Cc2ccco2)C1=S (centres undefined)
 : 2 | -1 | 3 | -19 | 11 | -6 | -10 | -6 | -30
#21 Nc1nc2n(n1)C(c1cccs1)CC(c1ccc(F)cc1)N2 (centres undefined)
 : -1 | 4 | 4 | -22[20 µM] | -1 | -5 | 2 | -17 | -16
#22 NS(=O)(=O)c1ccc(NCc2cc(Cl)ccc2OCc2ccccc2F)cc1
 : -1 | -3 | 0 | -11[20 µM] | -3 | -11 | -6 | -14 | 14
#23 Cc1ccnc(SCC(=O)n2c3c(c4ccccc42)CC(C)CC3)n1 (centres undefined)
 : -5 | -5 | -4 | -15[20 µM] | -4 | -11 | -16 | -10 | -5
#24 CCNC(=O)C1CCCN(c2nc(C)cc(C)n2)C1 (centres undefined)
 : -2 | -9 | 3 | -13 | 1 | -4 | 2 | -5 | -55
#25 COc1ccc2cc(C(c3nnnn3Cc3ccc(F)cc3)N3CCCCCC3)c(=O)[nH]c2c1 (centres undefined)
 : 9 | -29 | 0 | -18 | 10 | -5 | -38 | -26 | -65
#26 CCc1cccc(CC)c1NC(=O)COC(=O)CC1c2ccccc2CCN1S(=O)(=O)c1ccccc1 (centres undefined)
 : 3 | 2 | -1 | -14 | 0 | 2 | -13 | -14 | 7
#27 Cc1cc(=O)oc2ccc(OCC(=O)N3CCc4ccccc43)cc12
 : 2 | -5 | 6 | -18 | -2 | 3 | -2 | 3 | -32
#28 Cc1ccc(-n2nc3ccc(NC(=O)/C=C/c4ccco4)cc3n2)cc1
 : -1 | -10 | 1 | -2 | 9 | -22 | -14 | 17 | -61
#29 CN(Cc1ccccc1)C(=O)COc1ccc(Br)cc1Cl
 : 1 | 9 | -5 | -15 | 1 | -4 | -1 | -10 | 22
#30 Cc1nc(N2CCC(C)CC2)c(C#N)c(C)c1[N+](=O)[O-]
 : / | -1 | -1 | -17 | / | 1 | -7 | 1 | 10

Full records, looked up by structure. Order of values: Runt-SMMHC FRET	TbHK1 inh	p97 inhibitor	Furin inh	Runt-CBFb FRET	RBBP9 inhibitor	p47phox inh	EBV gp42 block	Calpain2 inh
NS(=O)(=O)c1ccc(NCc2cc(Cl)ccc2OCc2ccccc2F)cc1 across the screens: -1	-3	0	-11[20 µM]	-3	-11	-6	-14	14
Nc1nc2n(n1)C(c1cccs1)CC(c1ccc(F)cc1)N2 (centres undefined) across the screens: -1	4	4	-22[20 µM]	-1	-5	2	-17	-16

Next structures
Value order – Runt-SMMHC FRET | TbHK1 inh | p97 inhibitor | Furin inh | Runt-CBFb FRET | RBBP9 inhibitor | p47phox inh | EBV gp42 block | Calpain2 inh
#31 CCOC(=O)N1CCN(C(=O)c2ccc(NC(C)=O)cc2)CC1
 : 1 | 3 | 6 | -26[20 µM] | / | -4 | -1 | 2 | 9
#32 Cn1c(C(C#N)C(=O)c2sc3ccccc3c2Cl)nc2ccccc21 (centres undefined)
 : 9 | -14 | -1 | -9[20 µM] | 1 | -1 | -10 | -17 | -8
#33 CC(C)N=C(NC#N)SCc1ccc(Br)cc1
 : 1 | 3 | 0 | -21[20 µM] | / | -9 | -6 | -3 | 27
#34 COCCNC(=O)CC(NS(=O)(=O)c1ccc(C)cc1)c1ccco1 (centres undefined)
 : -1 | 6 | 0 | -12 | 1 | -2 | 0 | 13 | 14
#35 CCOC(=O)c1[nH]c2ccccc2c1NC(=S)Nc1cc(C)ccc1C
 : -6 | -5 | 6 | -14 | -2 | 3 | -1 | -9 | 7
#36 C(=N\Nc1nc2ccccc2s1)/c1cccs1
 : 2 | -11 | -7 | 4[20 µM] | -2 | -4 | -12 | 4 | 21
#37 COc1ccc(N2CCN(c3ccc(N4C(=O)CC(C)C4=O)cc3[N+](=O)[O-])CC2)cc1 (centres undefined)
 : -3 | -5 | 3 | -23 | 1 | -9 | -7 | -20 | -8
#38 CCCCN1C(=O)Nc2ccccc2S1(=O)=O
 : 0 | 1 | 2 | -33 | -2 | -1 | -8 | -6 | -1
#39 CCc1ccc(NC(=O)CCc2nc3cccnc3n2Cc2ccc(OC)cc2)cc1
 : -4 | -7 | 1 | -24[20 µM] | 2 | 3 | -3 | -16 | -7
#40 Cc1sc(N/N=C/c2cccs2)nc1-c1ccccc1
 : 0 | -10 | 4 | -8 | 2 | -5 | -29 | -7 | -20
#41 COCc1cc(C)nc(Nc2cc(C)ccc2C)c1C#N
 : -2 | -12 | 0 | -21 | -3 | -6 | -6 | -13 | -27
#42 Clc1ccc(OCc2nc3ccccc3[nH]2)cc1
 : 2 | -1 | 1 | -27 | 0 | -3 | -12 | -3 | -1
#43 Brc1cnc2nc(SC/C=C/c3ccccc3)[nH]c2c1
 : -7 | -2 | -5 | 0 | 5 | -6 | -3 | 1 | 18
#44 CC1Cc2ccccc2N1C(=S)NC(=O)c1ccc(Cl)cc1Cl (centres undefined)
 : 1 | -5 | 3 | -18 | 5 | -8 | -29 | 8 | 14
#45 O=C(Cc1ccccc1)Nc1nnc(-c2ccco2)o1
 : 2 | -1 | -4 | -18 | 0 | -9 | 3 | 6 | 9
#46 O=C(O)c1ccc(OCCOc2ccccc2)cc1
 : -6 | -3 | 7 | -12 | 1 | -7 | 5 | 2 | 2
#47 CCOC(=O)C(=CNc1ccc(C(F)(F)F)cc1)C(=O)OCC
 : -3 | -38 | -4 | -21 | -6 | 1 | -13 | -10 | 2
#48 NC(=O)C1=C[C@H](C2CCCCC2)C[C@H](OCc2ccc(CO)cc2)O1
 : 4 | -4 | 3 | -18 | -2 | -1 | -8 | -14 | -3

Eleven of these compounds, set out differently.
cpd | SMILES | Runt-SMMHC FRET | TbHK1 inh | p97 inhibitor | Furin inh | Runt-CBFb FRET | RBBP9 inhibitor | p47phox inh | EBV gp42 block | Calpain2 inh
38 | CCCCN1C(=O)Nc2ccccc2S1(=O)=O | 0 | 1 | 2 | -33 | -2 | -1 | -8 | -6 | -1
39 | CCc1ccc(NC(=O)CCc2nc3cccnc3n2Cc2ccc(OC)cc2)cc1 | -4 | -7 | 1 | -24[20 µM] | 2 | 3 | -3 | -16 | -7
40 | Cc1sc(N/N=C/c2cccs2)nc1-c1ccccc1 | 0 | -10 | 4 | -8 | 2 | -5 | -29 | -7 | -20
41 | COCc1cc(C)nc(Nc2cc(C)ccc2C)c1C#N | -2 | -12 | 0 | -21 | -3 | -6 | -6 | -13 | -27
42 | Clc1ccc(OCc2nc3ccccc3[nH]2)cc1 | 2 | -1 | 1 | -27 | 0 | -3 | -12 | -3 | -1
43 | Brc1cnc2nc(SC/C=C/c3ccccc3)[nH]c2c1 | -7 | -2 | -5 | 0 | 5 | -6 | -3 | 1 | 18
44 | CC1Cc2ccccc2N1C(=S)NC(=O)c1ccc(Cl)cc1Cl (centres undefined) | 1 | -5 | 3 | -18 | 5 | -8 | -29 | 8 | 14
45 | O=C(Cc1ccccc1)Nc1nnc(-c2ccco2)o1 | 2 | -1 | -4 | -18 | 0 | -9 | 3 | 6 | 9
46 | O=C(O)c1ccc(OCCOc2ccccc2)cc1 | -6 | -3 | 7 | -12 | 1 | -7 | 5 | 2 | 2
47 | CCOC(=O)C(=CNc1ccc(C(F)(F)F)cc1)C(=O)OCC | -3 | -38 | -4 | -21 | -6 | 1 | -13 | -10 | 2
48 | NC(=O)C1=C[C@H](C2CCCCC2)C[C@H](OCc2ccc(CO)cc2)O1 | 4 | -4 | 3 | -18 | -2 | -1 | -8 | -14 | -3
